Screening data: PubChem, several laboratories
p47phox inh: inhibitors of human p47phox binding | P14598 | p47phox/p22phox peptide binding, fluorescence polarization, 2 h | inhibition, % at 24.7 µM | 220,000 tested, 0.53% active | AID 1274;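 active = inhibition above about 30%, limit read from the data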;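 also: 0% = p47phox with labelled peptide and 100% = labelled peptide alone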
Target sequence (P14598 whole entry, looked up): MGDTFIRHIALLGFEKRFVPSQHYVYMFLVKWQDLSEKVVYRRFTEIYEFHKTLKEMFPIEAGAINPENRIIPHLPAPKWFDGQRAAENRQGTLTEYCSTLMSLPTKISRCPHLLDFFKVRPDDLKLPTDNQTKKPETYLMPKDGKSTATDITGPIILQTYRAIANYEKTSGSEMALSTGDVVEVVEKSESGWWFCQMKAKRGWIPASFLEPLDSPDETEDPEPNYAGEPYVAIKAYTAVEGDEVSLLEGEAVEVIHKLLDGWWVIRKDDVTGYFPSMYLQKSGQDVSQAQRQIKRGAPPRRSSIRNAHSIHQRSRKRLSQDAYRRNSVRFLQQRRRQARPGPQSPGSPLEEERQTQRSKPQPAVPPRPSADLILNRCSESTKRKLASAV
BaF3 tox: reduces parental Ba/F3 cell viability, JAK2V617F counter-screen. CellTiter-Glo ATP luminescence. inhibition, % at 5.6 µM. 220,000 tested, 1.1% active. AID 1486;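 active = inhibition above a per-campaign cutoff, the mean inhibition of all tested compounds plus 3 SD, cut at about 27% in these data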;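 also: 0% = DMSO wells and 100% = JAK Inhibitor I control wells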
EP2 antag: blocks the human prostaglandin E2 receptor EP2; C6 glioma cells expressing human EP2, cAMP TR-FRET; cells stimulated with saturating PGE2; inhibition, % at 25 µM; 260,000 tested, 0.52% active;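 active = percent inhibition above 40 after rounding to a whole number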;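 also: rat C6 glioma host cells with rolipram phosphodiesterase inhibitor present; the protocol text gives 20 µM as final concentration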
Target sequence (P43116 whole entry, looked up): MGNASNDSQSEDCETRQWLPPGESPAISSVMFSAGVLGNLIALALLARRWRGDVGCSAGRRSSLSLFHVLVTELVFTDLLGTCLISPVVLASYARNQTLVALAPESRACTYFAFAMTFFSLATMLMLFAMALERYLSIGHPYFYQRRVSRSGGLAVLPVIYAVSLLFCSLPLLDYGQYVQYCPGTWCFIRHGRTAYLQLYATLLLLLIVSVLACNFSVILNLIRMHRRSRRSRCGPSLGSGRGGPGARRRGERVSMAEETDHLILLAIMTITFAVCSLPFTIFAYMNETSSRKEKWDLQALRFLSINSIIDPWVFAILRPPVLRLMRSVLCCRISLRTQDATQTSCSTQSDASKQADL
p97 ATPase inh: human p97 ATPase inhibition; P55072; recombinant p97 ATPase, Kinase-Glo ATP luminescence, 3 h; inhibition, % at 8 µM; 220,000 tested, 0.42% active; in the data active = inhibition above about 15%;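 also: 0% = DMSO vehicle and 100% = wells lacking enzyme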
PPC-1+TRAIL kill: compounds killing PPC-1 cancer cells with TRAIL present (potentiator screen, no TRAIL-free arm); PPC-1 cells + TRAIL, ATPLite viability luminescence; cell killing (% activity), % at 4 µM; 220,000 tested, 0.41% active; AID 1443;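 active = cell killing above 50% in the first pass at 4 µM, then a duplicate retest at 5 µM averaging 50% or more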;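 also: plate controls were cells with TRAIL plus DMSO for no effect and medium-only wells lacking cells for full effect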
Ba/F3 V617F tox: reduce viability of Ba/F3 cells dependent on JAK2V617F. Ba/F3 EpoR-JAK2V617F viability, ATP luminescence. inhibition, % at 5.6 µM. 220,000 tested, 1.1% active. AID 1446;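 active = inhibition above the campaign mean plus 3 SD over all tested compounds, cut at about 24% in these data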;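 also: cytokine-independent growth of Ba/F3 cells driven by EpoR plus mutant JAK2; 0% = DMSO-treated cells and 100% = JAK inhibitor I control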
Furin inhibitor: blocks human furin protease activity | P09958 | purified furin, fluorogenic substrate cleavage | inhibition, % at 30 µM | 220,000 tested, 0.061% active | AID 463115; in the data active = inhibition above about 25%; also: inactives centre near -15
Tb hexokinase: T. brucei hexokinase 1 inhibition. recombinant TbHK1, G6PDH-coupled NADH A340. inhibition, % at 10 µM. 220,000 tested, 0.11% active;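 active = inhibition of 50% or more in the single-dose primary screen; inactive = inhibition below 50%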
RBBP9 inh: human RBBP9 hydrolase inhibition | O75884 | recombinant RBBP9, FP-Rh probe fluorescence polarization | inhibition, % at 7.94 µM | 220,000 tested, 0.2% active;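 active = inhibition above the campaign mean of all tested compounds plus 3 SD, cut at about 14% in these data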;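 also: plate controls were DMSO wells with RBBP9 for no effect and wells lacking RBBP9 protein for full effect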
Target sequence (O75884 whole entry, looked up): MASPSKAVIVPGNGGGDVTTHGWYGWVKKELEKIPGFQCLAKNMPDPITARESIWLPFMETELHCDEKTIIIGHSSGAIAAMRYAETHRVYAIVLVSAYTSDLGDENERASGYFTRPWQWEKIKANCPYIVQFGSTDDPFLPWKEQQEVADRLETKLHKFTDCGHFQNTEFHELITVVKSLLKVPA
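System: RBBP9 protein / Buffer or medium: Tris/NaCl buffer pH 8.0 with 0.1% Pluronic / Probe or stimulus: Serine-hydrolase probe FP-Rh, 375 nM pre-mixing / Dosing: 7.94 µM single dose, 0.794% DMSO / Times: enzyme-compound preincubation 30 min, then probe labeling 45 min, 25 °C / Technique: fluorescence polarization (mP), excitation 525 nm, emission 598 nm / Replication: singlicate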
Numbers without * were called inactive; · = not tested or not shown; & = joins results of further samples; [ ] = remark or other dose.

SMILES	p47phox inh	BaF3 tox	EP2 antag	p97 ATPase inh	PPC-1+TRAIL kill	Ba/F3 V617F tox	Furin inhibitor	Tb hexokinase	RBBP9 inh
Cc1ccc2c(c1)nnc1nnc(SCC(=O)O)n12	-9	-1	10	4	10	-3	-13	-14	-1
C#CCOc1nc(OCC#C)nc(OCC#C)n1	-8	1	13	8	8	-3	-25	-5	0
O=C(Nc1ccccc1SCC1CSc2nc3ccccc3c(=O)n21)c1cccc(Cl)c1 (stereo unspecified)	-3	5	13	-1	22	3	-19[20 µM]	3	-7
CCCNS(=O)(=O)c1ccc(CCC(=O)N2CCOCC2)cc1	-14	2	10&7	0	3	-1	-9	-2	-11
O=C(N/N=C/c1cccs1)C(O)c1ccccc1 (stereo unspecified)	-7	2	4	1	29	3	-19	-20	-4
O=C(NC(NNc1ccc([N+](=O)[O-])cc1)(C(F)(F)F)C(F)(F)F)c1ccc(F)cc1	-5	5	6	-2	8	0	-27	-2	-8
COc1ccc(CCC(=O)Nc2nc3c(s2)CN(C)CC3)cc1OC	2	1	8	0	25	2	-19	-5	-6
O=[N+]([O-])c1ccc(NCCCN2CCOCC2)c(Cl)c1	4	0	8	3	15	-2	-12[20 µM]	-7	-7
Fc1ccccc1OCCCCCCN1CCCC1	-15	0	5	3	25	-2	-7[20 µM]	-3	-5
CC(=O)Oc1ccc2c(=O)c(-c3ccccc3)c(C)oc2c1	-8	0	17	5	14	0	-22	-18	3
Cc1cccc(C)c1NC(=O)CS(=O)CC(=O)NC1CCCc2ccccc21 (stereo unspecified)	-1	3	12	2	5	-1	-29	3	-6
CC(CCc1ccccc1)NC(=O)CN1CCN(c2ccc(O)cc2)CC1 (stereo unspecified)	-2	8	4	5	-5	-2	-12	-11	1
CC1CCC2C(=O)N(c3ccc(C(=O)Oc4cccc5cccnc45)cc3)C(=O)C2C1 (stereo unspecified)	-14	6	7	9	-8	-1	-7	-4	-5
Cc1cc(C)nc(SCc2ccc(C(=O)N/N=C/c3cccc(O)c3O)cc2)n1	-26	4	7	15*	22	5	-20	-3	-6
CN(C)c1cccc(C(=O)N/N=C/c2ccsc2)c1	-21	2	8	4	31	-2	-10	-5	-1
COc1ccc(-c2n[nH]c(=S)n2/N=C/C=C/c2ccccc2OC)cc1	-5	1	12	3	12	-4	-15	-16	-5
O=C(NCc1ccncc1)C(=O)N/N=C/c1cccnc1	-1	10	9	-4	-7	2	-6	1	-6
COc1ccc(C2CC(c3ccccc3)=NN2C(=O)COC(=O)c2ccc(Cl)nc2)cc1 (stereo unspecified)	-104	5	3	1	12	0	-18	-8	-3
COC(=O)c1cc2nc(-c3ccc(C)cc3)cc(C(F)(F)F)n2n1	-9	10	3	0	·	-1	-22	-6	-6
CN(C)c1ccc(N2C(=O)CC(c3ccccc3)CC2=O)cc1	0	1	2	4	-3	-2	-19	-1	-6
Cn1nc(C(=O)NNc2c(F)c(F)cc(F)c2F)c2ccccc2c1=O	2	1	4	-4	-19	1	-14	3	-8
Cc1cnc(C(=O)OCC(=O)NCc2ccccc2)cn1	-7	0	2	4	8	-3	-10[20 µM]	-2	-1
CCCN1CCN(C(=O)c2cc(COc3ccc4ncccc4c3)on2)CC1	6	6	3	-3	8	0	-27	-2	-6
COc1ccc(S(=O)(=O)N(CC(=O)NC(C)C)Cc2ccccc2)cc1	-15	5	5	-2	-8	2	-11[20 µM]	-5	-5
CCCNC(=O)CN(Cc1ccco1)S(=O)(=O)c1ccc(OCC)cc1	-6	0	11	5	35	0	-35	1	-8
Clc1ccc(-c2ccc(/C=N/Nc3cc(N4CCOCC4)nc(N4CCOCC4)n3)o2)cc1	-5	2	5	1	-21	-1	-10[20 µM]	-24	-10
CCC(C)NC(=O)CCC(=O)Nc1ccc2nc(N3CC(C)CC(C)C3)cc(C)c2c1 (stereo unspecified)	-9	3	7	-1	23	-1	-12	-12	-3
Cc1cc(/C=C2/SC(=O)NC2=O)c(C)n1-c1ccc(N2CCOCC2)cc1	-7	-1	7	5	8	-4	-10	7	-6
COc1cc(/C=C(\NC(C)=O)C(=O)Nc2cccc(O)c2)ccc1OC(C)=O	-12	0	5	9	21	-2	-2	3	-8
CON1C(=O)C(=O)N(OC)C(C)(C)C1C (stereo unspecified)	-18	1	9	2	13	-6	-16[20 µM]	-4	5
COc1ccc(-n2c(CCc3ccccc3)nnc2SCC(=O)c2ccccc2)cc1	-11	3	15	-5	15	0	-13	8	-3
Cc1cc(C)c(NC(=O)c2cc(=O)c3ccccc3o2)c(C)c1	0	-2	10	2	-4	-8	-22	-3	6
CN(C)c1ccc(/C=C2\SC(=O)N(CC(O)Cn3c4ccccc4c4ccccc43)C2=O)cc1 (stereo unspecified)	-88	8	9	-9	15	5	-13	-11	-13
CCCC(=O)NNc1c2ccccc2nc2ccccc12	-9	6	9	3	-18	-2	-5	0	3
Cn1cc(CNC(=O)C2c3ccccc3Oc3ccccc32)cn1	-4	1	15	10	13	-3	-16	4	6
COc1ccc2c(c1)Sc1ccccc1N2CCN(C)C	-5	1	15	-4	3	1	-15[20 µM]	5	-10
CC1CC(C)CN(c2nc(NCc3ccco3)nc(N)c2[N+](=O)[O-])C1 (stereo unspecified)	-15	12	8	-3	15	4	-6	-2	0
CCOC(=O)c1c(CNc2ccncc2)n(C)c2cc(Br)c(O)cc12	-2	41*	12&4	5	31	38*	-24	-7	2
COC(=O)CC1C(=O)NCCN1C(=O)c1ccccc1 (stereo unspecified)	-9	-1	7	4	3	-3	-16[20 µM]	1	1
CCOC(=O)C1(Cc2ccc(OC)cc2)CCN(C(=O)Cc2cccnc2)CC1	1	9	4	3	11	5	-29	-8	-6
O=C(Nc1nc2ccccc2[nH]1)c1cccc([N+](=O)[O-])c1	2	7	5	4	24	2	-28	-7	-1
Cc1c(CN2CCC(CO)(CC3CCCCO3)CC2)cnn1C (stereo unspecified)	-44	3	4	-2	7	-1	-11	1	-10
CCOC(=O)N1CCN(CC(=O)N2c3ccccc3CC2C)CC1 (stereo unspecified)	-1	4	4	-5	5	3	-20	6	3
CCOC(=O)Cn1c(=O)cnc2ccccc21	32*	1	11	-3	-2	-1	-22[20 µM]	-20	0
C/C(=N\NC(=S)Nc1ccccc1C)c1cc2ccccc2o1	-22	-4	1	3	7	-1	-25	-35	-1

A second format for part of the listing above.
SMILES | p47phox inh | BaF3 tox | EP2 antag | p97 ATPase inh | PPC-1+TRAIL kill | Ba/F3 V617F tox | Furin inhibitor | Tb hexokinase | RBBP9 inh
COc1ccc2c(c1)Sc1ccccc1N2CCN(C)C | -5 | 1 | 15 | -4 | 3 | 1 | -15[20 µM] | 5 | -10
CC1CC(C)CN(c2nc(NCc3ccco3)nc(N)c2[N+](=O)[O-])C1 (stereo unspecified) | -15 | 12 | 8 | -3 | 15 | 4 | -6 | -2 | 0
CCOC(=O)c1c(CNc2ccncc2)n(C)c2cc(Br)c(O)cc12 | -2 | 41* | 12&4 | 5 | 31 | 38* | -24 | -7 | 2

Whole records, quoted from the list. Values in the order: p47phox inh, BaF3 tox, EP2 antag, p97 ATPase inh, PPC-1+TRAIL kill, Ba/F3 V617F tox, Furin inhibitor, Tb hexokinase, RBBP9 inh
CCCC(=O)NNc1c2ccccc2nc2ccccc12 is entered as -9, 6, 9, 3, -18, -2, -5, 0, 3
Cc1c(CN2CCC(CO)(CC3CCCCO3)CC2)cnn1C (stereo unspecified) is entered as -44, 3, 4, -2, 7, -1, -11, 1, -10
CC1CC(C)CN(c2nc(NCc3ccco3)nc(N)c2[N+](=O)[O-])C1 (stereo unspecified) is entered as -15, 12, 8, -3, 15, 4, -6, -2, 0
COc1ccc2c(c1)Sc1ccccc1N2CCN(C)C is entered as -5, 1, 15, -4, 3, 1, -15[20 µM], 5, -10

Continuation:
SMILES	p47phox inh	BaF3 tox	EP2 antag	p97 ATPase inh	PPC-1+TRAIL kill	Ba/F3 V617F tox	Furin inhibitor	Tb hexokinase	RBBP9 inh
c1ccc(Cn2nnnc2CN2CCN(Cc3ccc4c(c3)OCO4)CC2)cc1	-9	4	9&2	0	3	0	-14	4	-5
C/C(O)=C(/N=O)C(=O)Nc1ccccc1	-51	-1	3	3	8	0	-3	18	-3
CCOC(=O)N1CCN(S(=O)(=O)c2ccc(C(=O)NNc3nc4c(C)cccc4s3)cc2)CC1	-13	1	10	7	4	-5	-13	-2	-10
CC(C)CNC(=S)NC1CC2CCCC(C1)N2Cc1ccco1 (stereo unspecified)	-3	-2	10	-6	10	4	-15[20 µM]	4	-9
O=[n+]1cc(-c2ccccc2)n([O-])c2c1CCC2	-9	1	13	1	26	-2	-15	-17	-8
O=C(Nc1cc(F)ccc1F)N1CCN(c2ccnc3cc(Cl)ccc23)CC1	-3	4	7	1	27	1	-7	-25	-11
CCCCCCN(C(=O)CCCCCN1C(=O)NC(c2ccc(-c3ccccc3)cc2)C(C(=O)OCc2ccccc2)=C1C)C(C(=O)NCCCC)c1ccc(-c2ccccc2)cc1 (stereo unspecified)	-70	·	11	·	7	·	-10	-31	·
C=CCOC(=O)C1=C[C@H](C2CC2)[C@@H](CCCO)[C@H](OCC)O1	·	1	-1	-3	10	-3	-24	-9	-5
CCn1cc(C(=O)NC2CCCCC2)c(=O)c2ccc(C)nc21	-6	3	20	-4	0	-1	-9[20 µM]	-9	-7
Cc1cc(/C=N/n2cnnc2)c(C)n1-c1cccc(C(=O)O)c1	10	1	7	-4	19	6	-2	-19	-7

An excerpt; count on the stated rates, not on these rows.
